Compound activity: PubChem, several laboratories
CSN deneddyl inh – inhibitors of human CSN-mediated cullin deneddylation; Q92905; Purified CSN, SCF-Nedd8-OG deneddylation, fluorescence polarization; inhibition, % at 12.5 µM; actives 0.38% (n = 360,000);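 active means pattern-corrected inhibition above about 35%, with an unprinted fluorescence ratio check between 0.5 and 1.5, limit read from the data, passing the limit was not always enough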;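 further: 0% = enzyme with substrate and 100% = substrate without enzyme; some results filed as inactive read as strong as hits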
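Detection – fluorescence polarization · System – HEK293T-derived human Csn5 enzyme · Controls – substrate-only high control, full reaction low control · Timing – 90 min, room temperature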
Rin1 Abl inh – inhibitors of human Rin1-Abl protein interaction; inhibition, % at 7.35 µM; AID 588664; TR-FRET Rin1/Abl binding, biochemical; actives 0.4% (n = 360,000); in the data active means inhibition above about 5%, passing the limit was not always enough
Neddylation inh – cullin neddylation inhibition | actives 0.58% (n = 360,000) | TR-FRET cullin neddylation, biochemical | calls only at 25 µM; in the data active means inhibition above about 36%
NadD inh – inhibitors of Staphylococcus aureus NadD; purified NadD enzyme, colorimetric absorbance read-out; inhibition, % at 20 µM; actives 0.78% (n = 360,000); in the data active means inhibition above about 26%; further: some compounds past the cut are filed as inactive
Rpn11 inh – Rpn11 (human) deubiquitinase inhibition; AID 588493; calls only at 20 µM; O00487; actives 0.59% (n = 360,000); human 26S proteasome, Ub4-pepOG fluorescence polarization; 20S core pre-blocked with epoxomicin;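 active means inhibition at 20 µM, scaled to each plate's controls, above about 33%, limit read from the data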
Target sequence (O00487 whole entry, looked up): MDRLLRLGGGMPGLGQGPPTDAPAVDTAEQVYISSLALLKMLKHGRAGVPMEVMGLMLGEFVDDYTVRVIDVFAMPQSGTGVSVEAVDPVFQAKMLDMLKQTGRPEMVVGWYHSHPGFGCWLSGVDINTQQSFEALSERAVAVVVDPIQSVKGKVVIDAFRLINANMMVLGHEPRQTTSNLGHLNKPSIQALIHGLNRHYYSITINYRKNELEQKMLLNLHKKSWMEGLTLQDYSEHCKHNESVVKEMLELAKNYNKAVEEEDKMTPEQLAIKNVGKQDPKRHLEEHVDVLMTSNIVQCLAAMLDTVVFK
PABP1 MLLE inh – inhibitors of microRNA-mediated deadenylation, human PABP1 MLLE binding; P11940; GST-MLLE / FITC-PAM2 fluorescence polarization; inhibition, % at 20 µM; AID 588489; actives 0.36% (n = 360,000); in the data active means inhibition above about 35%, passing the limit was not always enough;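 further: plate controls were DMSO wells with GST-MLLE for no effect and wells lacking GST-MLLE protein for full effect; some results filed as inactive read as strong as hits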
Target sequence (P11940 whole entry, looked up): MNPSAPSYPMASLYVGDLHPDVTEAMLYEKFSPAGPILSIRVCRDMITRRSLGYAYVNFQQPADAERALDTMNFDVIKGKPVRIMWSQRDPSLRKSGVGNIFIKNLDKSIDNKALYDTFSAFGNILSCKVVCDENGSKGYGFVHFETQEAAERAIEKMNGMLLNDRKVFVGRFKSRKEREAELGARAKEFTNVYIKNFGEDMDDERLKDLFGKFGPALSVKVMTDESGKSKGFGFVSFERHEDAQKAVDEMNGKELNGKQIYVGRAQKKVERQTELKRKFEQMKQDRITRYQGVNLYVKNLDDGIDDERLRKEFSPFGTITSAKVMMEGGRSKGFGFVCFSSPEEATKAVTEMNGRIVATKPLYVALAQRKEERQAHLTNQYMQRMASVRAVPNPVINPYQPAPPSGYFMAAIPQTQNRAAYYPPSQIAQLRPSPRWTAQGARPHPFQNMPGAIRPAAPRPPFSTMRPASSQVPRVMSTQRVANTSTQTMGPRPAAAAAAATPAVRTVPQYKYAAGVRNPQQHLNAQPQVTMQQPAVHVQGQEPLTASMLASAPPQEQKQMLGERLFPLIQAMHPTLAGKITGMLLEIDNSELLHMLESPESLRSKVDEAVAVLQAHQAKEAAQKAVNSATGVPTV
SKN-1 block – C. elegans SKN-1 inhibition. actives 0.49% (n = 360,000). inhibition, % at 21.8 µM. C. elegans VP596 Pgst-4::GFP/RFP ratio, acrylamide-induced, 24 h;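 active means interference check ratio from 0.5 to 1.5 plus GFP to RFP signal ratio inhibition reaching or exceeding a fixed threshold, cut at about 30% in these data, passing the limit was not always enough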; further: some compounds called inactive have numbers as strong as hits
MT1-MMP act inh – blocks activation of human MT1-MMP; actives 0.061% (n = 360,000); P50281; HT1080 RFP-PRO-GFP cells, GFP/RFP ratio fluorescence, overnight; percent of plate control window, DMSO zero; GFP/RFP ratio change, % at 20 µM;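 active means GFP/RFP ratio change of at least 30% with cell ATP level not reduced by more than half and red fluorescence within 50% of control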; further: strong numbers were not always called active
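Assay system: HT1080 RFP-PRO-GFP cells | Dosing: 20 µM single dose, 1% DMSO | Incubation: Cells overnight before dosing, compound overnight, 37 °C, 5% CO2 | Evaluation: GFP/RFP fluorescence ratio | Control set: DMSO-only wells and HT1080 RFP-L50D-GFP cell wells as references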
FAS-TE inh – blocks the thioesterase domain of human fatty acid synthase. P49327. recombinant FAS-TE, OMFH fluorogenic substrate, fluorescence endpoint. inhibition, % at 15 µM. actives 0.67% (n = 360,000). AID 602261;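 active means compounds whose normalised, plate-corrected inhibition of enzyme fluorescence in the single-dose primary screen is 50% or more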;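 further: 0% = DMSO with enzyme and 100% = substrate without enzyme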
Starred values were filed as active, the others as inactive; i = inactive; . = no result given; + = active, no number. Not a hit list; any-hit rate near 3.9%.

Molecule	Neddylation inh	MT1-MMP act inh	CSN deneddyl inh	NadD inh	FAS-TE inh	Rpn11 inh	SKN-1 block	PABP1 MLLE inh	Rin1 Abl inh
CCC(Nc1ccc(OC)cc1)C(=O)N/N=C/c1ccc([N+](=O)[O-])cc1 (centres undefined)	i	-4	-1	-6	-3	i	13	-6	0
COc1ccc(Cc2nnc(SCC(=O)N3CCCC3)o2)cc1	i	2	1	5	-7	i	8	15	0
Cc1csc(=NC(=O)c2ccccc2)n1Cc1ccco1	.	3	1	-3	10	i	6	4	-1
COc1cccc(C(=O)N2CCN(C(=O)C3CCCO3)CC2)c1 (centres undefined)	i	-2	-4	-1	-6	i	21	-5	0
Cc1cc(C(=O)OCC(=O)NC2CCCC2)c2ccccc2n1	i	0	2	-1	-2	i	-2	-33	1
O=C(NCCc1ccccn1)c1ccc(OC2CCN(Cc3ccccn3)CC2)cc1	i	5	3	2	-2	i	13	18	3
Cc1ccc(S(=O)(=O)N2CCOCC2)cc1C(=O)Nc1cccc(C(=O)NC2CC2)c1	i	-1	-3	1	-6	i	4	-8	0
CC(C)NC(=O)N1Cc2cc(C(=O)NC3CCC3)nc(-c3cccc(-c4cncnc4)c3)c2[C@H]1CCO	i	3	-7	4	-13	.	6	.	.
Cn1c(=O)c2cc(NC(=S)NC3CCCCC3)ccc2n1-c1ccccc1	i	3	2	8	3	i	3	-24	1
CCOC(=O)C(NS(=O)(=O)c1ccccc1)(C(F)(F)F)P(=O)(OC(C)C)OC(C)C (centres undefined)	i	2	1	-4	-4	i	5	-18	3
CC(C)CC(C(=O)Nc1oc(-c2ccco2)c(-c2ccco2)c1C#N)N1C(=O)c2ccccc2C1=O (centres undefined)	i	-13	20	48*	16	i	-2	-14	-3
O=C(Oc1cccc([N+](=O)[O-])c1)C1CCN(C(=O)c2ccc(F)cc2)CC1	i	-1	-1	-11	12	i	-1	1	4
COc1ccc(OC)c(C2Nc3ccccc3NC3=C2C(=O)CC(C)(C)C3)c1 (centres undefined)	i	-1	-1	0	-5	i	0	0	-1
CC1=C(C(=O)N2CCOCC2)CC(CC(=O)NCc2cccc3ccccc23)C(=O)N1CCCN1CCCC1=O (centres undefined)	i	4	3	0	-6	i	4	-5	-3
COc1ccc(NC(=O)/C(C#N)=C\c2ccc(N3CCOCC3)o2)cc1	i	-109	14	4	-119	.	4	105	-18
O=C(CN1CCOCC1)OCCCC1CCCCC1	i	-1	2	3	-10	i	14	-4	-4
COc1ccc(CCNC(=O)c2ccc(C)s2)cc1OC	i	-7	-2	-9	-7	i	-10	3	7
O=C(NC(=S)Nc1ccc(NC(=O)c2cccs2)cc1)c1ccco1	i	5	-11	-5	1	i	6	21	0
CC(=O)N1CCN(C(=O)c2ccc(NS(=O)(=O)c3cc(C)ccc3C)cc2)CC1	i	-5	-1	1	-4	i	18	-1	-3
COc1ccc(CNC(=O)C(C)Sc2ccc(C)cc2)cc1 (centres undefined)	i	1	-13	-7	-4	i	-5	-2	1
COc1ccccc1-c1cc(-c2ccccc2)nc(SCC(=O)O)c1C#N	i	6	0	4	1	i	-6	-5	-1
CCN1CCc2c(sc(NC(=O)C3CCCCC3)c2C(=O)OC)C1	i	-4	0	-4	-4	i	-9	-4	2
CC(Sc1nnc(-c2ccccc2)c(-c2ccccc2)n1)C(=O)N1CCc2ccccc21 (centres undefined)	i	-5	-7	6	20	i	4	-5	-6
NC(=O)CSc1nc2ccccc2n1-c1ccccc1	i	-3	-2	-6	-5	i	12	3	5
CC(Oc1ccc(Cl)cc1Cl)C(=O)Nc1ccc2oc(-c3ccncc3)nc2c1 (centres undefined)	i	-5	-6	0	19	i	0	-16	5
CN(CC(=O)Nc1ccccc1Cl)C(=O)COC(=O)c1nc(Cl)ccc1Cl	i	0	2	-1	-4	i	-3	10	1
COc1cccc(NC(=O)Nc2ccccc2C(N)=O)c1	i	-3	1	2	-3	i	3	1	1
Cc1ccc2occ(CN3CCN(c4ccccc4)CC3)c(=O)c2c1	i	2	1	5	1	i	12	2	0
Cc1ccc(SCCC(=O)OCC(=O)Nc2ncc(Cl)cc2Cl)cc1	i	-6	-3	0	4	i	2	11	1
CC(C)Oc1ccc(C(=O)NCCNC(=O)c2ccco2)cc1	i	1	1	0	-2	i	3	-11	2
Cc1cc(=O)oc2cc(OCCc3ccccc3)ccc12	.	0	-3	-3	24	i	-3	3	2
CCCCNC(=O)O[C@@H]1C[C@H]2CCC(=O)N3CC[C@@H](C1)[C@@H]23	i	0	1	-3	-10	i	21	4	0
Brc1ccc(-c2csc3[n+]2CCCCC3)cc1	i	1	-4	2	-6	i	4	26	4
CCOC(=O)c1nnn(-c2nonc2N)c1-c1cccc2ccccc12	i	0	3	0	11	i	7	-4	2
COc1cc(/C=C/C(=O)OCC(=O)NC(=O)NC2CCCCC2C)ccc1OC(F)F (centres undefined)	i	0	1	-5	24	i	16	0	-1
O=C1COc2ccc(C(=O)COC(=O)c3nc(Cl)ccc3Cl)cc2N1	i	2	4	-2	6	i	-2	3	4
Cc1ccc(CCNC(=O)CN(C)S(=O)(=O)c2cnc[nH]2)cc1	i	0	-14	-8	-11	i	3	1	0
CCOC(=O)c1c(C)[nH]c(C(=O)COc2ccc3c(c2)OCO3)c1C	i	0	-3	-8	3	i	3	6	0
CCOC(=O)c1oc2ccccc2c1NC(=O)COc1ccc(F)cc1	.	-3	-6	-10	0	i	0	3	2
CCn1c2ccccc2c2n[nH]c(=S)nc21	i	2	1	0	-5	i	9	33	-7
COc1cc(/C=N\NC(=O)c2ccc(-c3ccccc3)cc2)cc(Br)c1O	+	16	2	25	5	i	-2	-10	-7
CC1(C)CC(=O)C=C(NCCO)C1	i	-3	1	-4	-2	i	-12	12	-1
Cc1ccc(S(=O)(=O)Oc2ccccc2/C=N/NC(=O)c2nn(C)cc2[N+](=O)[O-])cc1	i	-10	-3	0	1	i	7	-3	-5
C/C(=N\NC(=O)c1cccc(S(=O)(=O)Nc2ccc(C)cc2C)c1)c1ccncc1	i	3	-5	1	4	i	6	7	-1
O=C(N/N=C/c1ccco1)C1CC(=O)N(c2ccccc2)C1 (centres undefined)	i	-1	-2	-3	-14	i	0	19	3
Cc1c(C(=O)N2CC(C)OC(C)C2)oc2ccccc12 (centres undefined)	i	0	-6	-6	-10	i	-20	0	3
Cc1cccc(-n2ncc3c2CCCC3NC(=O)C2(C(N)=O)CC2)c1C (centres undefined)	i	10	7	-1	-6	i	13	1	1
CC(c1ccc(O)cc1)(c1ccc(O)cc1)c1ccc(CCBr)cc1	i	0	3	-4	28	i	13	0	0
O=C(CCCN1C(=O)c2cccc3cccc(c23)C1=O)N1CCN(c2ncccn2)CC1	i	-2	-6	0	12	i	-2	-5	-6
COc1ccccc1N1C(=O)c2ccc(C(=O)Nc3cccc(C(C)=O)c3)cc2C1=O	i	-1	9	0	9	i	-3	9	1

(listing goes on)
Molecule	Neddylation inh	MT1-MMP act inh	CSN deneddyl inh	NadD inh	FAS-TE inh	Rpn11 inh	SKN-1 block	PABP1 MLLE inh	Rin1 Abl inh
COc1ccc(CN(CC(=O)NCc2ccc(F)cc2)C(=O)CCC(=O)Nc2nccs2)cc1	i	-1	-2	-5	2	i	17	-8	0
CCOC(=O)c1c(NC(=O)CSc2nnc(CNc3ccc(F)cc3)o2)sc(C)c1C	i	-1	-2	-8	14	i	15	-4	2
O=C(CN1C(=O)NC2(CCc3ccccc32)C1=O)NCC(F)(F)F (centres undefined)	i	0	-3	-6	-2	i	14	7	-2
CC12CCC(=O)C=C1CCC1C2C(O)CC2(C)C1CCC2(O)C(O)CO (centres undefined)	i	9	2	7	-4	i	7	8	4
Clc1cccc(OCCCCCN2CCOCC2)c1	i	3	-5	1	-1	i	5	-4	1
COc1ccccc1C1C2=C(N=c3s/c(=C/c4cccc(OCC(=O)O)c4)c(=O)n31)c1ccccc1CC2 (centres undefined)	i	-13	5	26	34	i	4	-32	-1
Cc1cc2c(ncn2Cc2ccccc2)c(NS(C)(=O)=O)c1C	i	14	3	-4	0	i	-11	0	-4
CCOC(=O)C1CCCN(C(=S)NC(=O)c2cc(Br)ccc2Cl)C1 (centres undefined)	i	7	2	-2	36	i	-12	-1	3
O=C(CSCC(=O)N1CCCCC1)Nc1nc(-c2cccs2)cs1	i	2	-1	-7	3	i	12	17	-3
O=C(NC1CCN(C(=O)c2ccccc2Br)CC1)c1ccccc1	i	-4	-4	0	-2	i	11	-3	2

Reprinted at random: 3 entries already listed, in no set order.
Molecule	Neddylation inh	MT1-MMP act inh	CSN deneddyl inh	NadD inh	FAS-TE inh	Rpn11 inh	SKN-1 block	PABP1 MLLE inh	Rin1 Abl inh
Cc1cc(=O)oc2cc(OCCc3ccccc3)ccc12	.	0	-3	-3	24	i	-3	3	2
Clc1cccc(OCCCCCN2CCOCC2)c1	i	3	-5	1	-1	i	5	-4	1
Cc1ccc(SCCC(=O)OCC(=O)Nc2ncc(Cl)cc2Cl)cc1	i	-6	-3	0	4	i	2	11	1

Other entries follow:
Molecule	Neddylation inh	MT1-MMP act inh	CSN deneddyl inh	NadD inh	FAS-TE inh	Rpn11 inh	SKN-1 block	PABP1 MLLE inh	Rin1 Abl inh
Cc1ccccc1C(=O)O[C@H]1[C@H](Cc2ccccc2)NS(=O)(=O)[C@H]2CC3C=C[C@]12O3	i	-4	2	10	2	i	15	9	-2
Cc1cc(C(=O)N/N=C/c2ccccc2Br)no1	i	2	-1	0	-5	i	-19	11	0
CCCCN(C(=O)CCC(=O)O)C1CC(=O)N(c2ccc(OCCC)cc2)C1=O (centres undefined)	i	11	-8	2	-10	i	-20	8	-1
CCCCCn1c(=O)[nH]c2cc(C(=O)NCCCN3CCC(C)CC3)ccc2c1=O	i	-6	-3	-5	-6	i	0	-9	4
COc1cc(NC(=O)c2cccs2)c(OC)cc1NC(=O)CCn1nnc2ccccc21	i	4	1	8	2	i	13	8	0
NC(=O)c1cc(Br)cc2c3c([nH]c12)CCCC3	i	-7	1	0	9	i	-6	0	1
O=C(NCc1cccs1)c1cccc(Nc2nc3ccc(Br)cc3[nH]2)c1	i	4	-8	9	5	i	-7	-12	-2
O=C(NOCc1ccccc1)c1ccc([N+](=O)[O-])cc1	i	4	1	0	13	i	13	6	2
O=C(Nc1ccc(O)cc1)c1ccc2c(c1)C(=O)N(Cc1ccco1)C2=O	i	6	-12	-5	-6	i	7	-20	0
CCc1ccc(OCC(=O)OCC(=O)c2c(N)n(C)c(=O)n(C)c2=O)cc1	i	3	2	-6	5	i	-10	-5	2
O=C(NC1CCCCC1)C(c1ccccc1F)n1c(=O)c(-c2cc3ccccc3[nH]2)nc2ccccc21 (centres undefined)	.	-27	7	.	.	.	-4	.	.
Cc1cc(C)c2nc(NC(=O)c3ccc4c(=O)n5c(nc4c3)CCCCC5)sc2c1	i	-2	11	7	2	i	9	-12	-1
O=C(CCC(=O)c1cccs1)NCc1cccc(C(F)(F)F)c1	i	2	-2	-6	3	i	18	-1	3
CCOC(=O)C1=NOC(COc2ccccc2C=O)C1 (centres undefined)	i	1	-2	-1	-2	i	-2	17	1
CCN1CCN(c2cc(C)c3cc(NC(=O)c4ccc(Br)o4)ccc3n2)CC1	i	5	2	-4	-5	i	8	-4	-5
